# KCNQ2 inh: KCNQ2 potassium channel inhibitors, primary screen, cell-based, CHO-K1, FluxOR thallium flux, B-score (AID 2156). O88943. 310,000 compounds, 1.1% hits. B-score at 10 µM. 20 min; active compounds read low;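 active = fluorescence ratio B-score at most minus 3 library SDs, with starting brightness B-score within 2 library SDs, cut at about -5.5 in these data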
# Kir21 inh: inhibitors of mouse Kir2.1 inward-rectifier potassium channel; P35561; AID 1672; 310,000 compounds, 0.85% hits; HEK293-Kir2.1, FluxOR thallium flux fluorescence; active compounds read low; B-score at 10 µM;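 active = fluorescence ratio B-score at or below minus 3 SD of library scores, with starting-brightness B-score within 2 SD, cut at about -4.2 in these data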;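 note: channel flux triggered by added potassium and thallium sulfate stimulus; B-score of peak minus minimum fluorescence over baseline after thallium stimulus; more negative B-score means stronger Kir2.1 block with less thallium influx; some compounds called inactive have numbers as strong as hits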
# Target sequence (P35561 whole entry, looked up): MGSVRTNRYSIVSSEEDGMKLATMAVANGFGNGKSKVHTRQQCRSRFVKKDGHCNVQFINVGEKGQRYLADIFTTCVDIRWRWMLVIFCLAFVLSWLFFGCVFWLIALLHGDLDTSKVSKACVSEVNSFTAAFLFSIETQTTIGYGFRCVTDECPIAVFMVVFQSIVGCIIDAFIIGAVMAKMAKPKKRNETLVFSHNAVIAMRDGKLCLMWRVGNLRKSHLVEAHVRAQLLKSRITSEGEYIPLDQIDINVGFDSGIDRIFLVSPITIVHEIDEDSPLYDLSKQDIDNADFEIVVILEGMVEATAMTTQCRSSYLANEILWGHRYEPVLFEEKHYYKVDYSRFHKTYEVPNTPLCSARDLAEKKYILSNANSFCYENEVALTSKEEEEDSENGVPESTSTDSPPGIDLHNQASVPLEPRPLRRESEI
# * = called active by the depositor; i = inactive.
# Values in the order: KCNQ2 inh | Kir21 inh
Cc1ccc(S(=O)(=O)N2CCC(C(=O)OCC(=O)NCCc3ccccc3)CC2)cc1C
    i | -0.3
Cc1cc(N2CCOCC2)c2c(N)c(Br)cc(C)c2n1
    i | 0.23
CS(=O)(=O)N(CC(=O)N1CCN(Cc2ccccc2)CC1)c1cccc([N+](=O)[O-])c1
    i | -0.49
COc1cc2c(cc1OC)CN(C(=S)Nc1cccc(Cl)c1C)CC2
    i | -1.5
Cc1nn(-c2ncc(C(F)(F)F)cc2Cl)c(=O)n1-c1ccc(F)cc1
    i | 0.72
N=c1oc2ccc([N+](=O)[O-])cc2cc1C(=O)NCc1ccccc1
    i | 0.94
COCCn1nnnc1C(c1cccs1)N1CCN(c2nc3ccccc3s2)CC1 (stereo not given)
    i | 0.32
CCC(C)NC(=O)CSC1=Nc2ccccc2C2=NC(CC(=O)NCc3ccc(F)cc3)C(=O)N12 (stereo not given)
    i | -0.29
CCN(CC)C(=O)CC(c1ccc(N(C)C)cc1)c1c(O)cc(OC)cc1OC (stereo not given)
    i | 1.1
O=C(O)C1CCN(C(=O)COc2ccc3c4c(c(=O)oc3c2)CCCC4)CC1
    i | -0.56
Cc1cc(C(F)F)n2nc(C(=O)Nc3ccc(F)cc3F)nc2n1
    i | 0.71
CC(CCc1ccco1)NC(=O)CCc1nnc2ccc(NCc3ccc(Cl)cc3)nn12 (stereo not given)
    i | -0.46
CS(=O)(=O)N1CCC(C(=O)Nc2ccccc2F)CC1
    i | -1.8
C=CCn1c(C)cc(C(=O)COC(=O)/C=C/c2cccc(OC)c2)c1C
    i | -0.6
O=S(=O)(c1ccc(-c2ccno2)s1)N1CCCCC1
    i | -1.9
C=CCNC(=S)N1CCC(C(=O)c2ccc(C)cc2)CC1
    i | -0.7
O=C(c1ccc(Cl)c(Cl)c1)N(Cc1ccco1)c1ccc(O)cc1
    -6.4* | -4.3*
Cc1ccc(C(=O)Nc2nnc(Cc3ccccc3)s2)cc1
    i | -2.5
Cc1ccc(-c2nnc3c(C(F)(F)F)nc4ccccc4n23)cc1
    i | 0.13
O=C(CCCOc1ccc(Cl)cc1)Nc1cccc(C(=O)O)c1
    i | -1.1
COc1ccc(C(=O)Cn2nc(CNc3ccc(Br)cc3)[n+]3c2CCCCC3)cc1
    i | -0.01
COc1ccc(-c2csc3ncnc(NCCO)c23)cc1
    i | -0.62
CN1CCN(S(=O)(=O)c2ccc3c4c(cccc24)C(=O)N3)CC1
    i | -1.1
CCN(CC)c1ccc(N2C(=O)/C(=C\c3cccs3)SC2=S)cc1
    i | 0.14
COc1cc2nc(=S)n3[nH]c(CCn4nc(C)cc4C)nc3c2cc1OC
    i | 1.1
CC(C)(C)NC(=O)C(c1ccc(F)cc1)N(CCc1ccccc1)C(=O)c1ccn[nH]1 (stereo not given)
    i | -1.4
Cc1cccc(C2Nc3ccccc3C(=O)N2c2ccc(F)cc2)n1 (stereo not given)
    i | 0.67
CN(C(=O)c1cc(-c2ccc3c(c2)OCO3)on1)c1ccccc1
    i | -1.4
O=C(NCc1nc2ccccc2[nH]1)c1ccc(Cl)c(S(=O)(=O)N2CCCC2)c1
    i | 1.1
O=C(COc1ccccc1F)NCC(c1ccco1)N1CCCC1 (stereo not given)
    i | 0
Cc1nn(C)c(Nc2ccc(Br)cc2)c1Br
    i | 0.5
CC(C(=O)NCc1ccc(F)cc1)n1ccc2cc(S(=O)(=O)N3CCCC3)ccc21 (stereo not given)
    i | -0.02
O=C(O)c1ccccc1NC(=O)c1cc(-c2ccccc2)nc2ccccc12
    i | 1.5
CC(C)Cc1nc2oc3c(=O)[nH]cnc3c2c2c1CCCC2
    i | -1.6
Cc1nc2cc(-c3ccsc3-n3c(C)ccc3C)[nH]n2c(=O)c1Cl
    i | 1.9
Cc1ccc(NC(=O)/C=C\C(=O)NCC(=O)O)cc1
    i | -0.5
O=C(Nc1nnc(C2=COCCO2)o1)c1cccc(Br)c1
    i | -0.61
Cn1c(-c2c(N)n(-c3ccccc3)c3nc4ccccc4nc23)nc2ccccc21
    i | -0.77
COc1cc(OC)cc(-c2nnc(SCC(=O)N3CCCC3)o2)c1
    i | 3
CCOc1ccccc1NC(=O)NC1CCCCCCC1
    i | 0.25
CCOC(=O)c1ccc(N2C(=O)C(O)=C(C(C)=O)C2c2ccc([N+](=O)[O-])cc2)cc1 (stereo not given)
    i | 0.67
NC(=O)[C@@H]1[C@@H]2C(=O)N(c3ccc(F)cc3)C(=O)[C@@H]2[C@H]2C=Cc3ccccc3N21
    i | -0.46
COc1ccc(CN2CCCC(C(=O)Nc3cccc(-n4cnnn4)c3)C2)c(C)c1C (stereo not given)
    i | 0
O=C(CSc1nnc(-c2ccncc2)n1-c1ccccc1)N1CCN(c2ccc(Cl)cc2)CC1
    i | 0.48
O=S(=O)(CC(CN1CCCC1)N1CCCC1)c1ccc2ccccc2c1 (stereo not given)
    i | 0.91
Cc1ccc(-n2c(-c3ccco3)nc3c(cnn3-c3ccc(C)cc3)c2=O)cc1
    i | 1.1
Fc1ccccc1NC(=S)N1CCC(c2ccccc2)C1 (stereo not given)
    i | 1.1
O=c1cc(C(F)F)oc2c1ccc1ccccc12
    i | -0.75
CN(C)S(=O)(=O)c1cccc(NC(=O)COC(=O)CNC(=O)c2ccccc2F)c1
    i | 0.14
CN(C)C(=S)Nc1ccc(N2CCOCC2)cc1
    i | 0.5
Cc1ccc(S(=O)(=O)N2CCCC2C(=O)Nn2cnnc2)cc1 (stereo not given)
    i | -2.1
COc1ccc(OC)c(C2=NS(=O)(=O)N(C)C(C(=O)Nc3ccc(F)cc3F)=C2)c1
    i | 0.88
CCN(CC)S(=O)(=O)c1ccc(C)c(NC(=O)c2cc(C)oc2C)c1
    i | -0.34
Cc1ccc(C(=O)O/N=C(/c2nonc2N)N(C)C)cc1
    i | 0.99
O=C1OCC2=C1C(c1ccc(Cl)cc1)CC(=O)N2c1ccc(F)cc1 (stereo not given)
    i | -1
Cc1ccc(C(=O)O/N=C/c2ccc3c(c2)OCO3)cc1
    i | 0.24
CCc1c(C)c(C#N)c2nc3ccccc3n2c1NCCOC
    i | 0
COc1ccc(C2C=C(C34CC5CC(CC(C5)C3)C4)NC(=S)N2)cc1OC (stereo not given)
    i | 1.1
CN1CCN(S(=O)(=O)c2cc([N+](=O)[O-])ccc2N/N=C/c2ccc(Cl)cc2)CC1
    i | -0.69
Cc1ccc(NC(=O)CCN2CCCCC2)cc1
    i | 1.1

# The results go on:
# Values in the order: KCNQ2 inh | Kir21 inh
O=[N+]([O-])c1ccc2c(c1)C(N1CCOCC1)/C(=C/C1(O)CCCCC1)O2 (stereo not given)
    i | 0.21
COc1ccc(Nc2cc(NCCCO)c([N+](=O)[O-])c3nonc23)cc1
    i | 2.1
Cc1c(C)n(C)c2ccc(C(=O)N3CCN(c4ccccn4)CC3)cc12
    i | 2.8
Cc1oc(S(=O)(=O)N2CCCCC2)cc1NC(=O)Nc1ccc(Cl)cc1
    i | 0.05
Cc1nn(-c2cccc(C(F)(F)F)c2)c(Cl)c1/C=N/Nc1cccc(C(=O)O)c1
    i | 1.4
COc1ccc(-c2cc(C(=O)N3CCCC3)no2)cc1
    i | -1.2
CCONC(=NC)c1nonc1N
    i | 1.6
CCc1ccc(NC(=O)c2cnn3ccccc23)cc1
    i | 1.3
Cc1ccc(S(=O)(=O)Nc2ccccc2CNc2ccc(Br)cn2)cc1
    i | -2.6
CCCCn1c(NS(=O)(=O)c2ccccc2)c(S(=O)(=O)c2ccc(C)cc2)c2nc3ccccc3nc21
    i | -0.38
COCCN(C(=O)CSc1nc2ccccc2c(=O)n1CCOC)c1c(N)n(Cc2ccccc2)c(=O)[nH]c1=O
    i | 1.4
CC1CN(CC(=O)Nc2ccccc2Sc2ccccc2)CC(C)O1 (stereo not given)
    i | -2.5
COc1ccc(NC(=S)Nc2cc(C)ccn2)c(OC)c1
    i | 0.23
COc1ccc(CCNC(=O)C2CCN(S(=O)(=O)c3ccc4nc5c(c(C(=O)O)c4c3)CCCC5)CC2)cc1OC
    i | -0.69
CCC(CC)=NNc1ccc([N+](=O)[O-])cc1[N+](=O)[O-]
    i | 0.98
Cc1cc(F)ccc1S(=O)(=O)Nc1ccccc1C(=O)NCc1cccnc1
    i | 0.84
Cc1ccccc1OCC(O)Cn1c(SC(C)C)nc2c1c(=O)[nH]c(=O)n2C (stereo not given)
    i | 0.12
COCC(=O)N1CCC(Oc2ccc(C(=O)N3CCCCCCC3)cc2)CC1
    i | 0.91
O=C(Nc1ccc(Cl)cn1)c1ccc(Br)c(S(=O)(=O)N2CCCCC2)c1
    i | 1.1
COc1ccc(C(=O)CSc2nnc(CNc3ccc(C)cc3C)o2)cc1
    i | -0.17
O=C(/N=C1/c2ccccc2CN1c1ccccc1)Nc1ccccc1
    i | -0.68
COc1ccc(CNC(=O)COC(=O)c2cncc(Br)c2)cc1
    i | 3
Cc1ccc(-c2cc(-c3ccc(F)cc3)c(C#N)c(N)n2)o1
    i | -2.2
C=CCSc1cc(C)nc2c(-c3ccccc3)cnn12
    i | -0.04
CC(=O)NC(C)c1nc2ccccc2n1CC(=O)NC(C)CCc1ccccc1 (stereo not given)
    i | -1.2
Cc1ccc(C2CC(c3cccc(C)c3)n3nc(N)nc3N2)cc1 (stereo not given)
    i | -1.5
CC(C)(C)C1CCc2c(sc(NC(=O)CSc3nnc(-c4ccccc4)o3)c2C#N)C1 (stereo not given)
    i | -0.37
COC(=O)Cn1c(CN2CCc3ccccc3C2)nc2c1c(=O)n(C)c(=O)n2C
    i | 0.67
CCOC(=O)c1ccoc1CSCC(=O)N1CCN(S(=O)(=O)c2ccc(C)cc2)CC1
    i | -0.2
CCC(CC)NC(=O)COC(=O)CCC(=O)c1cccs1
    i | 1.7

# Reformatted with the structure last: four of the compounds above
KCNQ2 inh	Kir21 inh	Molecule
i	-1.5	Cc1ccc(C2CC(c3cccc(C)c3)n3nc(N)nc3N2)cc1 (stereo not given)
i	-0.37	CC(C)(C)C1CCc2c(sc(NC(=O)CSc3nnc(-c4ccccc4)o3)c2C#N)C1 (stereo not given)
i	0.67	COC(=O)Cn1c(CN2CCc3ccccc3C2)nc2c1c(=O)n(C)c(=O)n2C
i	-0.2	CCOC(=O)c1ccoc1CSCC(=O)N1CCN(S(=O)(=O)c2ccc(C)cc2)CC1

# Two records drawn at random from the list so far:
# Values in the order: KCNQ2 inh | Kir21 inh
Cc1ccccc1OCC(O)Cn1c(SC(C)C)nc2c1c(=O)[nH]c(=O)n2C (stereo not given)
    i | 0.12
COc1ccc(C(=O)CSc2nnc(CNc3ccc(C)cc3C)o2)cc1
    i | -0.17

# Other results follow.
# Values in the order: KCNQ2 inh | Kir21 inh
CN(C)c1nc(-c2ccccc2)nc(-c2ccc(Cl)cc2)c1C#N
    i | 1.8
Cn1c(COc2ccccc2)nnc1SCc1nc2ccccc2[nH]1
    i | -0.07
COC(=O)c1c(NC(=O)CN2CCOCC2)sc2c1CCC(C)C2 (stereo not given)
    i | -0.12
O=C(c1ccc(Cl)cc1)[C@@H]1[C@@H]2C(=O)N(c3ccccc3)C(=O)[C@@H]2C2c3ccccc3C=NN21 (stereo not given in full)
    i | -3
CC(C)C(NC(=O)c1ccccc1F)C(=O)OCC(=O)c1ccc(F)cc1 (stereo not given)
    i | 0.27
Cc1ccccc1NC(=O)c1cccc(S(=O)(=O)Nc2cccc(C(=O)O)c2)c1
    i | -0.49
CC(C)c1ccc(CC(NC(=O)c2ccccc2)C(=O)NCC(=O)O)cc1 (stereo not given)
    i | 1.2
Cc1cccc(C)c1NC(=O)CSc1nc2ccccc2c(=O)[nH]1
    i | 0.89
CC(C)n1c(COc2ccccc2)nc2ccccc21
    i | -0.34
Cc1ccc(C(NC(=O)c2ccccc2)C(Cl)(Cl)Cl)cc1 (stereo not given)
    i | -0.35
Cc1ccc(C(=O)Nc2nc(=O)n(C(=O)C3CC3)s2)cc1
    i | -0.41
COc1ccc(/C=C/C(=O)N(Cc2cccs2)C2CCS(=O)(=O)C2)cc1 (stereo not given)
    i | -0.57
C/C(=N\NC(=O)CCCCCNC(=O)c1ccccc1)c1ccccc1O
    i | 2.4
COC(=O)CC1=NC(=O)CS1
    i | 1.1
Nn1cnnc1SCC(=O)N(C1CCCCC1)C1CCCCC1
    i | 1.6
COc1ccc(-c2nc3cc([N+](=O)[O-])ccc3o2)cc1OC
    i | -1.4
CCOC(=O)N1CCC(N2C(=O)c3ccc(C(=O)Nc4ccc(OC)c(OC)c4)cc3C2=O)CC1
    i | 0.09
O=c1c2c(nc3cc(-c4ccccc4Cl)[nH]n13)CCS2
    i | 0.25
NS(=O)(=O)c1ccc(NC(=O)COC(=O)c2ccc([N+](=O)[O-])s2)cc1
    i | 0
C/C(=N\NC(=O)c1ccc2c(c1)OCO2)c1ccc2c(c1)OCO2
    i | -0.58
O=C(NN=C1CCCCCCC1)c1ccc(F)cc1
    i | -1.1
Cc1nc2c(C)cccn2c(=O)c1NC(=O)c1cccs1
    i | -0.69
Cc1cnc(NC(=O)C2CC=CCC2)s1 (stereo not given)
    i | -0.03
COc1ccc2[nH]c3c(c2c1)CCN1C(=O)N([C@@H](C)C(=O)NCc2ccco2)C(=O)[C@]31C
    i | -0.62
O=C(/C=N/O)NCc1ccncc1
    i | -2.1
CCOC(=O)C1C(=O)NC(N2CCN(CC)CC2)=NC1c1ccccc1 (stereo not given)
    i | -0.05
COCc1cc(=O)[nH]c(-c2ccccc2)n1
    i | 0.72
CN1CCN(S(=O)(=O)c2ccc([N+](=O)[O-])cc2)CC1
    i | -0.46
CCOc1ccc(CCNC(=O)CSCc2ccc(C)cc2)cc1OCC
    i | -6*
O=C(NC1CCCCC1)c1ccccc1-c1ccccc1
    i | -1.4

# Bioassay records deposited in PubChem BioAssay by Johns Hopkins Ion Channel Center.

# Compounds were not picked by outcome; about 1.8% have a hit in one of these screens.
